# Screens: PubChem BioAssay, Southern Research Specialized Biocontainment Screening Center
# VEEV TC-83 Vero – inhibitors of VEEV TC-83 cytopathic effect, confirmation, Vero cells (AID 588727); inhibition, % at 20 µM, or IC50 in µM where a hit was titrated; Vero cells, VEEV TC-83 cytopathic effect inhibition; higher % means a stronger effect; 350,000 tested, 0.13% active; in the data active means a potency from the dose series; inconclusive means inhibition mostly from about 14% at the one dose, without a potency; inactive means the rest, 99 in 100 with inhibition below about 12%; further: strong numbers were not always called active
# Salmonella PhoP GFP – Inhibition of PhoP regulon, Salmonella typhi GFP reporter cells, confirmation, 4 h (AID 1850). Salmonella Typhi PhoP-promoter GFP reporter, fluorescence, 4 h; higher % means a stronger effect. inhibition, % at 50 µM; hits with a dose series show IC50 in µM. 310,000 tested, 0.33% active; in the data active means a potency from the dose series; inconclusive means inhibition mostly from about 25% at the one dose, without a potency; inactive means the rest, 99 in 100 with inhibition below about 19%;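 further: 0% = induced wells with vehicle and 100% = uninduced wells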
# tuberculosis growth – growth inhibition of non-replicating M. tuberculosis (AID 488890); one-dose inhibition, % at 25 µM; IC50 in µM for titrated hits; 320,000 tested, 0.39% active; Mycobacterium tuberculosis non-replicating, growth inhibition; higher % means a stronger effect; in the data active means a potency from the dose series; inconclusive means inhibition mostly from about 82% at the one dose, without a potency; inactive means the rest, 99 in 100 with inhibition below about 76%;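 further: plate controls were DMSO cells for no effect and high antibiotic wells for full effect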
# M. tuberculosis HTS – M. tuberculosis growth inhibition, HTS (AID 449762); M. tuberculosis H37Rv growth inhibition, 7H9 media; higher % means a stronger effect; one-dose inhibition, % at 25 µM; IC50 in µM for titrated hits; 330,000 tested, 0.59% active; in the data active means a potency from the dose series; inconclusive means inhibition above about 70% without an active follow-up result;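 further: bacterial growth assessed after seven days of incubation; strong numbers were not always called active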
# H1N1 NS1A inhibition – NS1A inhibition, H1N1 influenza, cell based functional assay (AID 504329). NS1A functional cell-based assay, percent inhibition; higher % means a stronger effect. one-dose inhibition, % at 12.5 µM; IC50 in µM for titrated hits. 340,000 tested, 0.3% active; in the data active means a potency from the dose series; inconclusive means inhibition above about 27% without an active follow-up result; further: strong numbers were not always called active
# VEEV TC-83 Vero 10K pilot screen – also measured in VEEV TC-83 Vero; calls as there; inhibition, %; measured here: 10K pilot screen inhibition
# The depositor's hits bear a star; i = inactive; u = inconclusive; x = no result given.
SMILES,VEEV TC-83 Vero,Salmonella PhoP GFP,tuberculosis growth,M. tuberculosis HTS,H1N1 NS1A inhibition,others
COc1cc(/C=C2\SC(=S)NC2=O)ccc1OS(=O)(=O)c1ccccc1,x,-3%,u,24%,x,
Nc1c(C(=O)NCC2CCCO2)c2nc3ccccc3nc2n1-c1ccccc1 (stereo not given),6.0%,6%,2%,9%,-28%,
CCN(CC)S(=O)(=O)c1ccc(C)c(NC(=O)CSc2nc3ccccc3[nH]2)c1,3.6%,-5%,9%,-4%,-1%,
COc1ccc([C@H](OC)[C@@]2(Cc3ccc(O)cc3)N=C(N)N(C)C2=O)cc1,0.5%,x,10%,-11%,-21%,
COc1ccc(CN(C)C(=O)CCN(c2ccccc2)S(=O)(=O)c2ccc(C)cc2)c(OC)c1,8.1%,8%,7%,-1%,-12%,
O=C(O)c1ccccc1C(=O)Nc1ccc(S(=O)(=O)Nc2ccc(F)cc2)cc1,i,-4%,-5%,-5%,4%,
N=c1c2c(-c3ccccc3)c(-c3ccccc3)n(Cc3ccco3)c2ncn1CCCn1ccnc1,u,110µM*,u,u,7%,
CN(CC(=O)Nc1c(Cl)cccc1Cl)C(=O)Cc1ccc(S(=O)(=O)N2CCOCC2)s1,2.4%,-3%,0%,-10%,3%,
C[C@H](NC(=O)[C@@H]1CSC2c3ccccc3C(=O)N21)C(=O)NCc1c(F)cccc1Cl (stereo not given in full),i,-27%,19%,7%,3%,
O=C1C(=NO)CCc2ccccc21,1.6%,x,x,x,-3%,
CC(C(=O)OCC(=O)N1CCN(c2ccccc2)CC1)N1C(=O)c2ccccc2C1=O (stereo not given),i,x,-10%,-8%,-4%,
O=C(O)[C@H]1CCCC[C@H]1C(=O)Nc1ccc(S(=O)(=O)N2CCOCC2)cc1,0.3%,2%,-22%,11%,8%,
O=C(COC(=O)c1ccc(F)cc1F)NC1CC1,i,0%,42%,6%,3%,
O=C(Nc1ccc2c(c1)C(=O)N(c1ccccc1)C2=O)c1cccs1,i,-3%,-4%,0%,-19%,
COc1ccc(/C=C/C(=O)OCC(=O)N2CCCCCC2)cc1OC,1.1%,x,-6%,-2%,-4%,
C[C@H]1C=C(C(=O)O)O[C@@H](OCc2ccc(CO)cc2)C1,0.3%,-8%,-19%,-1%,-7%,
CC(NC(=O)CSc1nc(=O)cc(N)n1-c1ccccc1)c1ccccc1 (stereo not given),0.7%,-7%,21%,-6%,1%,
N/C(=N\NC(=O)c1sccc1OCc1ccc(Cl)cc1Cl)c1ccccn1,0.0%,0%,u,16µM*,-10%,
CC(C)C(NC(=O)c1c(F)cccc1F)C(=O)N1CCN(S(=O)(=O)c2ccc(F)cc2)CC1 (stereo not given),0.7%,x,-11%,3%,-8%,
C/C(Cc1ccccc1)=N\NC(=O)CCCCCC(=O)N/N=C(\C)Cc1ccccc1,3.7%,14%,2%,-5%,-9%,
CN(C)S(=O)(=O)c1cccc(NS(=O)(=O)c2ccc(Cl)s2)c1,1.9%,-11%,4%,-3%,-3%,
O=C(COC(=O)c1ccccn1)NC12CC3CC(CC(C3)C1)C2,i,-9%,x,0%,1%,
COc1ccc(N(CC(=O)NC2CCCC2)C(=O)Cn2nnc(-c3ccc(F)cc3)n2)cc1,0.7%,5%,10%,7%,7%,
COCc1cc(NCc2ccc(Cl)cc2)nc(C)n1,1.6%,5%,3%,6%,0%,
Cc1ccc(C(=O)N/N=C\c2ccc3c(c2)OCO3)cn1,1.4%,10%,-5%,5%,7%,
Cc1ccccc1OCc1nc2ccccc2c(=O)n1N,0.6%,4%,15%,3%,-13%,
CCOC(=O)N1CCN(C(=O)C(NS(=O)(=O)c2cccc3nsnc23)c2ccccc2)CC1 (stereo not given),3.7%,-8%,-1%,-5%,1%,
CCN(CC)C(=O)CSc1nc(O)cc(=O)n1-c1ccccc1OC,i,1%,19%,-1%,1%,
CCCn1c(=O)c2ccccc2n2c(SCC(=O)/C(C#N)=C(\C)N)nnc12,2.0%,-1%,-2%,-2%,7%,
COc1ccc(CCNC(=O)c2sc(=S)n(C)c2N)cc1,0.2%,5%,-3%,-4%,8%,
CC(=O)OC(C(=O)NCc1ccco1)c1cccnc1 (stereo not given),i,4%,-2%,-5%,-1%,VEEV TC-83 Vero 10K pilot screen=0.7
COc1ccccc1N1CCN(CCCCCCOc2ccc(F)cc2)CC1,i,-2%,74%,6%,3%,
COC(=O)c1ccc(CSc2nnc3sc4ccccc4n23)o1,2.6%,0%,7%,1%,15%,
COC(=O)c1ccc(NC(=O)Nc2ccccc2F)cc1,i,4%,31%,-2%,4%,
Cc1noc(C)c1COc1ccc(C(=O)Nc2ccccc2)cc1,1.4%,0%,46%,6%,-3%,
C=CCOC(=O)C1=C[C@H](c2csc3ccccc23)C[C@H](OCc2ccc(CO)cc2)O1,8.3%,-10%,60%,1%,-9%,
CC(C)Oc1ccc(CN2CCCC(CO)(Cc3ccc(F)cc3)C2)cc1 (stereo not given),i,0%,29%,10%,1%,
C/C(=N\OC(=O)c1ccc(Cl)cc1)c1sc(-c2ccccc2)nc1C,0.6%,-5%,49%,49%,-11%,
C=CCNc1nc(SCC=C)nc2ccsc12,4.4%,-3%,36%,9%,2%,
CCCCOc1ccc(C(=O)NCC(=O)N2CC=C(c3ccccc3)CC2)cc1,1.4%,-6%,-17%,-9%,-9%,

# Filtered by structure: the entries above with a carbonyl joined to an NH by a bond outside any ring
SMILES,VEEV TC-83 Vero,Salmonella PhoP GFP,tuberculosis growth,M. tuberculosis HTS,H1N1 NS1A inhibition,others
Nc1c(C(=O)NCC2CCCO2)c2nc3ccccc3nc2n1-c1ccccc1 (stereo not given),6.0%,6%,2%,9%,-28%,
CCN(CC)S(=O)(=O)c1ccc(C)c(NC(=O)CSc2nc3ccccc3[nH]2)c1,3.6%,-5%,9%,-4%,-1%,
O=C(O)c1ccccc1C(=O)Nc1ccc(S(=O)(=O)Nc2ccc(F)cc2)cc1,i,-4%,-5%,-5%,4%,
CN(CC(=O)Nc1c(Cl)cccc1Cl)C(=O)Cc1ccc(S(=O)(=O)N2CCOCC2)s1,2.4%,-3%,0%,-10%,3%,
C[C@H](NC(=O)[C@@H]1CSC2c3ccccc3C(=O)N21)C(=O)NCc1c(F)cccc1Cl (stereo not given in full),i,-27%,19%,7%,3%,
O=C(O)[C@H]1CCCC[C@H]1C(=O)Nc1ccc(S(=O)(=O)N2CCOCC2)cc1,0.3%,2%,-22%,11%,8%,
O=C(COC(=O)c1ccc(F)cc1F)NC1CC1,i,0%,42%,6%,3%,
O=C(Nc1ccc2c(c1)C(=O)N(c1ccccc1)C2=O)c1cccs1,i,-3%,-4%,0%,-19%,
CC(NC(=O)CSc1nc(=O)cc(N)n1-c1ccccc1)c1ccccc1 (stereo not given),0.7%,-7%,21%,-6%,1%,
N/C(=N\NC(=O)c1sccc1OCc1ccc(Cl)cc1Cl)c1ccccn1,0.0%,0%,u,16µM*,-10%,
CC(C)C(NC(=O)c1c(F)cccc1F)C(=O)N1CCN(S(=O)(=O)c2ccc(F)cc2)CC1 (stereo not given),0.7%,x,-11%,3%,-8%,
C/C(Cc1ccccc1)=N\NC(=O)CCCCCC(=O)N/N=C(\C)Cc1ccccc1,3.7%,14%,2%,-5%,-9%,
O=C(COC(=O)c1ccccn1)NC12CC3CC(CC(C3)C1)C2,i,-9%,x,0%,1%,
COc1ccc(N(CC(=O)NC2CCCC2)C(=O)Cn2nnc(-c3ccc(F)cc3)n2)cc1,0.7%,5%,10%,7%,7%,
Cc1ccc(C(=O)N/N=C\c2ccc3c(c2)OCO3)cn1,1.4%,10%,-5%,5%,7%,
COc1ccc(CCNC(=O)c2sc(=S)n(C)c2N)cc1,0.2%,5%,-3%,-4%,8%,
CC(=O)OC(C(=O)NCc1ccco1)c1cccnc1 (stereo not given),i,4%,-2%,-5%,-1%,VEEV TC-83 Vero 10K pilot screen=0.7
COC(=O)c1ccc(NC(=O)Nc2ccccc2F)cc1,i,4%,31%,-2%,4%,
Cc1noc(C)c1COc1ccc(C(=O)Nc2ccccc2)cc1,1.4%,0%,46%,6%,-3%,
CCCCOc1ccc(C(=O)NCC(=O)N2CC=C(c3ccccc3)CC2)cc1,1.4%,-6%,-17%,-9%,-9%,
